Bioassay records as filed in PubChem BioAssay.
S1P1 ag pot: agonists and agonism potentiators of human S1P1 receptor; S1P1 CRE-bla cells, forskolin, beta-lactamase FRET, potentiator mode; S1P1 agonist co-added at EC20, 2 nM; 100% = saturating reference agonist, 0% = basal; P21453; activation, % at 9.5 µM; AID 449; 56,000 tested, 0.57% active;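 active = activation above a cutoff set at the mean activation of all tested compounds plus 3 SD, cut at about 54% in these data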;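 note: forskolin at 4 µM as EC80 and the EC20 agonist is SEW2871; 100% = SEW2871 at its EC100 plus forskolin at EC80; some compounds past the cut are filed as inactive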
Target sequence (P21453 whole entry, looked up): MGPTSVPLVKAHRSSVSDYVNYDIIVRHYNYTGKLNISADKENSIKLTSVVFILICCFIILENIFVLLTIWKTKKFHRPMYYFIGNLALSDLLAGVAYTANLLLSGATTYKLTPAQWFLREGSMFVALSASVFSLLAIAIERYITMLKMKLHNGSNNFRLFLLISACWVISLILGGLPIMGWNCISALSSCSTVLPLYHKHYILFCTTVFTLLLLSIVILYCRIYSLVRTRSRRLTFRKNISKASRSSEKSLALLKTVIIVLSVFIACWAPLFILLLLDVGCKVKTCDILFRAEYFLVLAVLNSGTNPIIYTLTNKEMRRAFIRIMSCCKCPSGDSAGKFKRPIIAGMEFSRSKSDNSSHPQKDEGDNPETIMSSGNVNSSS
5HT1a ag: 5-HT1a (human) receptor agonism | activation, % at 10 µM | 65,000 tested, 0.56% active | P08908 | AID 567 | CHO 5-HT1a Ga15 NFAT-bla reporter, FRET ratio; 0% basal, 100% maximal reference agonist;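 active = activation above the screen-wide mean activation plus 3 SD, cut at about 19% in these data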;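 note: 0% = DMSO wells and 100% = 5-CT at EC100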
Target sequence (P08908 whole entry, looked up): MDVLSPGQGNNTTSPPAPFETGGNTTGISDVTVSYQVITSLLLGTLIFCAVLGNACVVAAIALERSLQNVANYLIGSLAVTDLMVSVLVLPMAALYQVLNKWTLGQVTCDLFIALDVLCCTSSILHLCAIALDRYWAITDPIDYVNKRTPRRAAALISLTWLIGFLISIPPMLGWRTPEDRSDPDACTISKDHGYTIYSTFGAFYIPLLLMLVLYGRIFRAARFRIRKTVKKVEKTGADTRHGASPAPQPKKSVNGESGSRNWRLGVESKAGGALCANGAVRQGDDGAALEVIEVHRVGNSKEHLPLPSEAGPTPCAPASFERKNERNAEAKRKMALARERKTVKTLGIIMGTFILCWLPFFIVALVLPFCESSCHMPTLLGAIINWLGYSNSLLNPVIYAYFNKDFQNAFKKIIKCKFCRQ
S1P3 agonist: activates the human S1P3 receptor; Q99500; S1P3 NFAT-BLA reporter cells, agonism, FRET ratio; relative to 1 µM S1P, basal subtracted; activation, % at 4.5 µM; 60,000 tested, 0.1% active;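 active = activation above the screen-wide mean plus 3 SD, cut at about 4.5% in these data, passing the limit was not always enough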; note: some compounds called inactive have numbers as strong as hits
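Benchmarks: high control 1 µM S1P / System: stable CHO line with human S1P3, Gα16, NFAT-BLA reporter / Dosing: single compound concentration, 4.5 µM final / Timing: 4 h compound at 37 °C, 2 h substrate at RT / Measured by: FRET β-lactamase substrate fluorescence, excitation 405 nm, 460/535 nm emission ratio, background-subtracted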
5-HT1A blocker: antagonists of human 5-HT1a serotonin receptor; CHO 5-HT1a Ga15 NFAT-bla reporter, antagonist mode; 62,000 tested, 0.68% active; P08908; inhibition, % at 10 µM; AID 612;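 active = inhibition above the mean of all tested compounds plus 3 SD, cut at about 43% in these data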;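 note: receptor stimulated by 5-CT agonist at 100 nM near EC80; beta-lactamase reporter measured by ratiometric fluorescence of a cleavable substrate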
HTR1E antagonist: antagonists of human 5-HT1E serotonin receptor. P28566. CHO 5-HT1E Ga15 NFAT-bla reporter, FRET, antagonist. inhibition, % at 6 µM. 65,000 tested, 0.99% active;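 active = inhibition above a set limit, the mean inhibition across every tested compound plus 3 SD, cut at about 29% in these data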;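 note: signal is the 460 over 535 nm emission ratio of beta-lactamase substrate; 0% = agonist plus DMSO wells and 100% = wells without agonist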
D1 allo mod: D1 dopamine receptor (human) allosteric modulation. P21728. B-score at 10 µM. AID 641. 58,000 tested, 5.9% active. HEK293 D1, CRE-luciferase, dopamine EC30 potentiation; actives deviate in either direction;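 active = luminescence count or its row- and column-corrected plate score outside the 99.7% band of the plate's sample wells, on either side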
5HT1E ag: agonists of human 5-HT1E serotonin receptor. activation, % at 6 µM. P28566. 65,000 tested, 0.69% active. CHO 5-HT1E Ga15 NFAT-bla reporter, FRET; 0% DMSO wells, 100% control agonist wells;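 active = activation above a set limit, the screen-wide mean activation plus 3 SD, cut at about 8.5% in these data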;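 note: 100% = positive control agonist at 1 µM giving full maximal response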
Jurkat tox 60K: cytotoxic compounds reducing Jurkat cell viability | AID 463 | 56,000 tested, 1.2% active | Jurkat E6.1 viability, ATP luminescence, 48 h | inhibition, % at 4 µM;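 active = inhibition above the mean inhibition of all tested compounds plus 3 SD, cut at about 28% in these data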
HEK293 NFkB inh: inhibitors of the PMA/ionomycin-induced NF-kB reporter in HEK293 cells; HEK-293 NF-kB luciferase reporter, luminescence; inhibition, % at 3 µM; 62,000 tested, 0.21% active; AID 465;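 active = inhibition above the mean of all tested compounds plus 3 SD, cut at about 40% in these data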;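 note: 0% = stimulated DMSO wells and 100% = 10 µM reference inhibitor 5653914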
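System: NF-kB luciferase reporter HEK-293 cells | Replication: Single test | Control set: DMSO vs reference inhibitor | Evaluation: % inhibition | Schedule: 1 h pretreatment, 16 h stimulation, 37 °C | Probe or stimulus: PMA with ionomycin | Compound dosing: One dose, 3 µM | Detection: Luciferase luminescence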
Active calls of the source: *; . = not tested or not shown.

SMILES	S1P1 ag pot	5HT1a ag	S1P3 agonist	5-HT1A blocker	HTR1E antagonist	D1 allo mod	5HT1E ag	Jurkat tox 60K	HEK293 NFkB inh
CCOC(=O)c1[nH]c2ccc(OCC)cc2c1NC(=O)CN1CCN(c2ccccc2)CC1	0.1	-1.2	-0.1	-16.7	-0.3	-0.452	1.4	-0.4	10.1
COc1cc(/C=C(/C#N)c2ccc(F)cc2)ccc1OCc1ccc(C(=O)O)o1	-8.3	4.2	-0.7	-0.6	-2.7	-1.57	0.3	-1.2	7.0
O=C1CC(C(=O)O)c2ccccc2N1 (stereo not drawn)	15.7	-1.3	-0.9	.	-0.2	.	-0.6	.	.
COc1ccccc1OCC(=O)N1CCN(c2ccccc2OC)CC1	.	0.2	-0.5	3.2	-2.2	-0.303	-0.2	-2.8	1.7
Cc1sc2ncnc(OCC(=O)NCC3CCCO3)c2c1C (stereo not drawn)	-9.8	-2.4	-0.7	-8.7	-4.9	0.618	0.7	-0.4	12.7
CC1(C(=O)NC2CCCC2)CCC(=O)N1CCC1=CCCCC1 (stereo not drawn)	5.6	0.2	-0.2	12.0	7.8	-0.383	-1.9	3.9	16.6
CCCCOC(=O)c1ccc(NC(=O)CSCc2n[nH]c(=O)[nH]2)cc1	-18.7	0.1	0.5	-5.8	-1.5	-0.849	0.7	0.4	10.7
COc1ccc(N2CCN(C(=O)CSc3ccccc3N)CC2)cc1	-4.7	0.1	0.1	3.2	-7.7	0.344	-0.8	-2.5	-0.7
CCC12CN3CC(CC)(CN(C1)C3c1ccc(OC(C)C)cc1)C2=O (stereo not drawn)	-13.5	-2.7	0.6	-0.2	-13.2	0.42	-0.4	1.2	14.0
Cn1c(=O)c2c(ncn2CC(=O)N2CCOCC2)n(C)c1=O	-16.9	-4.9	-0.9	0.3	-9.9	-0.0395	0.1	-2.0	13.7
C=CCn1c(SCCN2CCCCC2)nc2c1c(=O)[nH]c(=O)n2C	3.4	-0.8	-1.8	6.1	0.2	-0.785	0.2	4.9	9.0
CCOc1nc(SC(C(C)=O)C(=O)Nc2ccccc2)nc(N(C)C)n1 (stereo not drawn)	-12.5	0.7	-3.7	.	6.5	.	0.2	.	.
CCOC(=O)c1[nH]c2ccc(C)cc2c1N=C(C)N(C)C	-18.2	-3.7	-1.0	1.7	1.7	-0.557	1.1	-6.4	5.3
O=C(Nc1cc(N2CCOCC2)ncn1)c1ccccc1	13.8	-3.0	0.0	-7.7	-1.9	-0.0832	-0.3	-7.4	7.6
COC(=O)CC1C(=O)NCCN1C(=O)c1ccccc1 (stereo not drawn)	-9.3	-0.9	-0.8	3.7	5.1	-0.683	-0.9	-3.2	2.7
Cc1c(Br)cc(C(=O)N2CCN(CCO)CC2)c(C)c1C	.	-0.8	-0.6	5.1	-6.0	0.463	0.9	2.6	9.7
CCOc1ccccc1-n1c(CN2CCN(C(=O)c3ccco3)CC2)nc2ccccc2c1=O	-16.2	-1.8	0.6	-4.2	-2.2	0.396	0.5	-0.6	14.2
COc1ccc(C(=O)Nc2ccccc2NC(=O)c2ccco2)cc1OC	.	1.6	.	20.5	8.6	.	0.8	.	9.7
COc1ccc(Br)cc1C(=O)O	-23.4	1.8	-0.2	-5.5	-2.1	-0.701	-0.6	-1.8	4.6
COc1ccc(-n2nc3c(c2NC(=O)c2cc4ccccc4oc2=O)CS(=O)(=O)C3)cc1	.	2.3	.	-11.0	0.4	1.58	1.3	.	14.6
Cc1ccc(-c2nc(=S)c3c(n2CCN2CCOCC2)CC(C)(C)OC3)cc1	-0.5	1.0	-1.1	-7.3	-8.1	0.007	0.6	-6.5	12.3
O=C(Nc1ccccc1)Nc1nncs1	1.5	-2.3	-1.0	12.0	-6.5	0.318	0.0	-6.7	13.5
Cn1c(CCNC(=O)c2ccccc2)nc2cc(NC(=O)c3ccco3)ccc21	-9.7	-0.2	0.2	-8.9	-8.8	1.3	-0.7	-3.2	-4.3
CC(C)n1nc(C(=O)OCC(=O)N(C)C2CCS(=O)(=O)C2)c2ccccc2c1=O (stereo not drawn)	4.3	-1.5	0.6	-6.5	14.0	0.232	-0.1	4.1	13.4
O=C(NCCN1CCOCC1)NC1(C(F)(F)F)Oc2ccc(Cl)cc2O1 (stereo not drawn)	32.5	-2.4	-1.1	17.7	4.7	-1.32	-0.2	79.6*	15.7

Next section:
SMILES	S1P1 ag pot	5HT1a ag	S1P3 agonist	5-HT1A blocker	HTR1E antagonist	D1 allo mod	5HT1E ag	Jurkat tox 60K	HEK293 NFkB inh
Cc1nn(Cc2ccccc2)c2sc(C(=O)NCc3cccnc3)cc12	-12.8	38.8*	-0.3	1.7	14.4	-0.965	-0.1	1.3	-7.9
COc1ccc(/C=C/C(O)=C2/C(=O)N(C)C3(C)CC2c2ccccc2O3)cc1 (stereo not drawn)	-4.6	-1.4	-0.6	45.9*	19.7	-0.935	-0.5	10.0	12.3
NC1=NCc2ccccc21	1.4	-1.2	-0.1	8.1	-0.3	-0.218	0.1	-8.9	12.7
Fc1ccc(Br)cc1/C=N/n1cnnc1	-20.0	-1.4	-0.7	3.6	2.7	0.472	-0.2	-2.5	9.6
CCCN(CCO)Cc1cccc(Oc2ccccc2)c1	-27.4	-5.3	-0.1	6.9	-4.5	-0.0287	-0.4	7.9	9.9
CC(C)OC(=O)C1C(=O)CC(C)(O)C(C(=O)OC(C)C)C1c1cccc(O)c1 (stereo not drawn)	-9.2	-0.7	-0.2	3.3	-7.4	-0.328	-0.8	1.3	14.1
O=C(CSc1n[nH]c(-c2ccccc2)n1)c1ccc(O)c(O)c1	21.4	-0.6	-0.4	6.8	4.6	.	-0.2	21.6	7.9
CN(C(=O)c1ccncc1)c1nnc(-c2cccnc2)s1	-5.7	-2.5	-0.6	4.7	-10.7	-1.56	0.1	-4.8	8.3
CC(C)Cc1cc(C(=O)NCCCN2CCOCC2)no1	-24.1	-4.1	-0.4	-17.0	-12.0	.	0.5	1.8	5.4
O=C(C1CCCN(Cc2ccc3c(c2)OCO3)C1)N1CCCC1 (stereo not drawn)	8.0	-1.9	-0.5	14.5	3.5	0.0347	-0.7	-10.6	5.3
CC(=O)Nc1ccc(NC(=O)Cn2cc3c(n2)CCC(C)C3)cc1 (stereo not drawn)	11.9	0.0	-1.0	7.8	11.6	0.944	-0.8	5.9	7.0
Cc1nn(C)c(C)c1CNC(=O)c1cc2n(n1)C(C(F)(F)F)CC(c1cccs1)N2 (stereo not drawn)	3.3	-0.1	-0.5	-5.3	-0.1	0.379	0.5	13.6	5.5
O=C(CC1CCCCC1)NC1CCCC1	.	-1.9	-0.6	1.8	2.8	0.54	-0.2	4.4	4.5
C=CCS/C(=N\n1cnc2ccccc2c1=O)N1CCCCC1	1.7	99.0*	-0.8	1.1	1.7	.	0.3	0.9	-2.2
CC(C)(C)OC(=O)N1CC=C2C(C#N)=C(N)C(C#N)(C#N)C(c3cccs3)C2C1 (stereo not drawn)	.	-2.8	.	-0.6	5.8	0.0385	-1.1	.	7.0
CCOC(=O)Cn1c(=NC(=O)CSC(C)=O)sc2ccccc21	-17.7	1.2	-1.5	27.0	3.9	.	0.0	-0.1	1.7
Cc1cc(N2C(=O)C(O)=C(C(=O)c3ccc(C)o3)C2c2cccs2)no1 (stereo not drawn)	6.5	1.0	0.2	2.6	7.7	-0.565	0.5	0.4	17.1
CCOC(=O)c1cc2occc2n1CC(=O)NC1CCC(C)CC1 (stereo not drawn)	3.6	0.0	-0.2	4.3	0.8	-0.0145	-0.6	-2.7	11.4
O=C(c1cccnc1)N(Cc1ccccc1)c1ccccc1	-10.1	-2.6	-0.4	-4.0	0.8	6.8*	0.1	-5.8	7.0
CCOC(=O)c1c(-c2cccs2)csc1NC(=O)CCCC(=O)O	-10.9	0.6	0.8	.	-3.7	4.49	-0.6	.	.
COc1cc(C2c3c(oc4cc(C)c(C)cc4c3=O)C(=O)N2c2cc(C)ccn2)ccc1O (stereo not drawn)	-10.2	-1.3	-0.6	-13.4	-8.7	1.43	0.5	-0.5	10.3
CC(=O)Nc1cc2c(cc1C(=O)c1ccccc1)OCCO2	.	-3.1	-1.5	7.3	11.3	6.34*	-0.9	9.4	9.0
COC(=O)CC(=O)Cc1nc(N)nc(Nc2ccc(C)c(C)c2)n1	5.9	-2.6	-2.8	.	4.4	-5.45*	52.4*	.	.
COc1ccc(CN2CCN(c3cc(C)nc4c5c(C)cc(C)nc5nn34)CC2)cc1F	-1.9	-4.0	-1.0	0.9	-7.1	-0.0971	1.7	-4.3	-2.6
Cc1ccc(S(=O)(=O)N2CCN(C(=O)CCC(=O)OCC(=O)Nc3cccc(C#N)c3)CC2)cc1	-8.0	-0.6	-0.4	3.6	1.9	-1.79	0.0	-5.5	3.3

Some values from the list:
CCOC(=O)c1cc2occc2n1CC(=O)NC1CCC(C)CC1 (stereo not drawn) in S1P1 ag pot: 3.6
CN(C(=O)c1ccncc1)c1nnc(-c2cccnc2)s1 in HEK293 NFkB inh: 8.3
Cc1nn(Cc2ccccc2)c2sc(C(=O)NCc3cccnc3)cc12 in Jurkat tox 60K: 1.3

Going on with the list.
SMILES	S1P1 ag pot	5HT1a ag	S1P3 agonist	5-HT1A blocker	HTR1E antagonist	D1 allo mod	5HT1E ag	Jurkat tox 60K	HEK293 NFkB inh
CSc1oc(-c2ccc(F)cc2)nc1S(=O)(=O)c1ccccc1	.	-1.9	.	2.6	0.3	.	0.0	.	12.5
CCn1cc(C(=O)OCc2ccccc2)c(=O)c2ccc(C)nc21	-17.6	1.6	-0.6	8.6	13.6	5.85*	-0.9	5.3	9.3
N#Cc1c(N)nc(SCC(=O)NCc2ccc3c(c2)OCO3)c(C#N)c1-c1cccs1	11.5	1.6	-3.6	.	3.3	.	-1.1	.	.
COc1cccc(C2C(C(=O)c3cccs3)=C(O)C(=O)N2c2cc(C)on2)c1 (stereo not drawn)	-2.8	3.0	-1.2	.	-54.4	.	0.4	.	.
CC(C)(C)c1ccc(S(=O)(=O)NCC(=O)N2CCN(C(=O)c3ccco3)CC2)cc1	5.5	-1.8	-1.4	-6.2	-1.4	0.125	-0.4	-9.8	7.8
CC(=O)C1=C(O)C(=O)N(c2ccc(C(=O)O)cc2)C1c1ccccc1 (stereo not drawn)	7.8	1.6	-1.5	.	-16.1	-0.183	-0.1	.	.
CC(=O)OC1CSc2nc3ccccc3n2C1 (stereo not drawn)	12.1	-1.5	0.2	-7.4	1.6	0.0449	-0.3	-2.3	21.4
COc1cccc2sc(Nc3nc(-c4ccccn4)cs3)nc12	72.0*	-2.0	-2.3	66.2*	69.3*	-1.79	2.8	92.1*	-0.6
CCN(CCCNC(=O)C1CCCN(S(=O)(=O)c2cnc[nH]2)C1)c1ccccc1 (stereo not drawn)	-13.9	-0.5	-0.2	1.1	14.3	-0.0989	0.2	5.2	13.6
